Screens (PubChem BioAssay)
Myeloid diff 2: compounds promoting myeloid differentiation; ER-HoxA9 myeloid progenitors, lysozyme-GFP differentiation, flow cytometry; calls only at 10 µM; 360,000 compounds, 1% hits;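 active = normalized GFP-positive differentiation at or above the plate's own cutoff, the solvent-only control mean plus 3 SD; inconclusive = no clear call, values can overlap the other calls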;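 also: cells exposed to compound for four days before flow analysis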
HIV peptide binding: cell-free HIV fusion peptide-binding blockers – biochemical, uHTS, fluorescence dequenching, primary screen (AID 1986); cell-free peptide binding, fluorescence dequenching, 30 min; higher % means a stronger effect; inhibition, % at 20 µM, or IC50 in µM where a hit was titrated; 290,000 compounds, 0.3% hits; in the data active = inhibition mostly above about 52%, no sharp cut-off; inactive = mostly below about 76%; also: some results filed as inactive read as strong as hits
NS5 inhibitors: Dengue-2 NS5 methyltransferase inhibitors, primary screen, biochemical, confirmation dose response (AID 588689); Dengue-2 NS5 methyltransferase capping enzyme assay, biochemical; higher % means a stronger effect; 340,000 compounds, 0.3% hits; inhibition, % at 25 µM; hits with a dose series show IC50 in µM; in the data active = a potency from the dose series; inconclusive = inhibition above about 29% without an active follow-up result
AID2073: inhibitors of Mint1-CaV2.2 protein interaction, biochemical, HTRF (AID 2073). one-dose inhibition, % at 20 µM; IC50 in µM for titrated hits. 290,000 compounds, 0.19% hits. HTRF protein-protein interaction, Mint1-CaV2.2; higher % means a stronger effect; in the data active = inhibition mostly above about 51%, no sharp cut-off; inconclusive = no clear call, values can overlap the other calls; inactive = mostly below about 53%; also: some results filed as inactive read as strong as hits
NOD2 inhibition: NOD2 signaling inhibitors, cell-based, luminescence, uHTS, HEK293 (AID 1566) | HEK293 NOD2/NF-kB luciferase reporter, luminescence; higher % means a stronger effect | inhibition, % at 4 µM, or EC50 in µM where a hit was titrated | 290,000 compounds, 0.63% hits; also: many of its hits are not listed in these tables
Lipid droplet: modulators of hepatic lipid droplet formation; inhibition, % at 6.5 µM; 240,000 compounds, 0.4% hits; AML12 mouse hepatocytes, oleate lipid droplets, BODIPY imaging;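 active = lipid droplet intensity inhibited by at least 50%, with more than 500 cells counted; inconclusive = wells with under 300 cells, treated as cytotoxic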
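Material – mouse AML12 hepatocyte cell line, fixed after treatment · Compound dosing – one dose, 6.5 µM compound · Times – compound with oleate, overnight · Measured by – Image-based BODIPY and DAPI two-channel analysis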
XIAP displacement: small molecules displacing peptide from XIAP – biochemical, IAP family, fluorescence polarization (AID 1018); XIAP BIR domain, fluorescence polarization peptide displacement; higher % means a stronger effect; one-dose displacement, % at 20 µM; IC50 in µM for titrated hits; 200,000 compounds, 0.007% hits; in the data active = displacement above about 50%; also: a part of the inactive calls stands beside numbers as strong as those of hits
Siah-1 displacement: Siah-1 peptide-binding antagonists, primary screen, biochemical, fluorescence polarization, rhodamine-plectin, uHTS (AID 1817). 290,000 compounds, 0.02% hits. one-dose displacement, % at 20 µM; IC50 in µM for titrated hits. Siah-1 / rhodamine-plectin peptide fluorescence polarization; higher % means a stronger effect;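 active = displacement of at least 50% at 20 µM, with a fluorescence ratio check between 0.3 and a set limit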;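 also: plate controls were Siah plus tracer with DMSO for no effect and tracer alone without Siah for full effect; strong numbers were not always called active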
LYP inhibition: inhibitors of LYP phosphatase, biochemical, fluorescence intensity, uHTS (AID 1779) | recombinant LYP phosphatase, fluorescence intensity; higher % means a stronger effect | inhibition, % at 11.5 µM; hits with a dose series show IC50 in µM | 290,000 compounds, 0.054% hits;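 also: plate controls were vehicle with enzyme for no effect and no enzyme for full effect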
Lipid droplet cells 6.5 µM: also measured in Lipid droplet; calls as there; cell count; measured here: cell count, cytotoxicity flag;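 cells counted across two imaged fields per well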
NS5 inhibitors pilot replicate: second read-out of NS5 inhibitors, no call of its own (marks repeat the call); inhibition, %; measured here: pilot screen replicate inhibition
Myeloid diff 2 GFP+ MAC1+ %: further read-out of Myeloid diff 2, marked with its call; GFP+ MAC1+ double positive, %; measured here: differentiation confirmed by MAC1 staining
An asterisk follows results filed as active; i = inactive; ? = inconclusive; · = no result given. Rule as the data show it, unless noted: active = inhibition above about 50%; inactive = the rest.

SMILES	Myeloid diff 2	Myeloid diff 2 GFP+ MAC1+ %	HIV peptide binding	NS5 inhibitors	AID2073	NOD2 inhibition	Lipid droplet	Lipid droplet cells 6.5 µM	XIAP displacement	Siah-1 displacement	LYP inhibition	others
CC1=CCC(C(=O)N/N=C/c2cccs2)C(c2ccc(F)cc2)C1 (configuration not stated)	i	1.0	0.2%	-2%	-10%	-9%	·	·	-5.5%	0%	1%
Cc1nc2c(ncn2-c2ccccc2)c(=O)n1NC(=O)CN1CCN(C)CC1	i	0.6	-0.2%	2%	9%	-30%	1	665	·	-1%	-1%
Cn1c(=O)oc2cc(S(=O)(=O)N3CCCC(C(=O)NCc4ccc5c(c4)OCO5)C3)ccc21 (configuration not stated)	i	0.9	3.2%	1%	4%	19%	·	·	-4.7%	-6%	-10%
O=C(O)CCn1[nH]c(=O)ccc1=O	i	0.5	2.0%	-2%	45%	6%	-1	749	-17%	-2%	-6%
CCOC(=O)c1sc(=NC(=O)c2c(F)cccc2F)n(C)c1C	i	2.2	-1.4%	2%	32%	-11%	-10	596	·	-9%	-7%
c1csc(Cn2nnnc2CN2CCN(c3nc4ccccc4s3)CC2)c1	i	0.9	-4.8%	-2%	-5%	21%	·	·	-1.8%	0%	-6%
CN(C)CCCNC(=S)NCc1ccc(Cl)cc1	i	0.3	3.0%	4%	8%	7%	-44	633	-11%	-2%	5%
O=C(c1cc(-c2ccc(F)cc2)on1)N1CCCCCC1	i	0.3	0.5%	2%	10%	-111%	-18	831	·	-1%	-6%
O=C(NCc1cccc(Cl)c1)c1cc(=O)[nH]c2ccccc12	i	0.7	2.8%	2%	16%	4%	-15	778	·	6%	-7%
COC(=O)c1ccccc1NC(=O)Cn1cnc2c(cnn2-c2ccccc2)c1=O	i	5.1	0.2%	-4%	-1%	-1%	·	·	-0.3%	-2%	-3%
Cc1ccc2cc(CN(Cc3ccco3)C(=O)c3cccs3)c(=O)[nH]c2c1	?	·	2.1%	13%	2%	-21%	1	652	0.6%	-1%	-2%
O=[N+]([O-])c1ccc(N2CCN(C(=S)c3cccc([N+](=O)[O-])c3)CC2)cc1	i	0.8	-4.2%	-2%	-3%	-21%	-4	684	·	2%	-3%
CCC(=O)Nc1nc2nc(-c3ccccc3)cc(-c3ccccc3)n2n1	i	0.9	0.9%	-2%	10%	6%	·	·	-2.0%	18%	5%
CC(=O)Nc1ccc(S(=O)(=O)NC(=O)C23CC4CC(CC(C4)C2)C3)cc1	i	0.7	-2.8%	-4%	-6%	11%	·	·	-2.7%	1%	-7%
COc1ccc(/C=C2\SC(=O)N(CC(=O)NCCCn3ccnc3)C2=O)cc1	i	5.1	1.0%	-1%	-9%	5%	-1	681	·	-4%	-10%
COc1ccc(NC(=O)COC(=O)c2ccc(NS(=O)(=O)/C=C/c3ccccc3)cc2)cc1	i	0.4	2.9%	-2%	11%	2%	-5	634	-3.5%	-2%	0%
NC(=O)C(c1ccccn1)c1ncc(C(F)(F)F)cc1Cl (configuration not stated)	i	1.3	0.6%	-1%	4%	-11%	4	702	-4.8%	3%	1%
O=C(N1CCOCC1)N1CCC(n2nnc3ccccc32)CC1	i	1.1	-1.5%	-7%	3%	3%	·	·	-7.6%	-3%	-6%
CCOc1ccc(-c2cnc3ccccc3n2)cc1	i	0.6	0.2%	1%	34%	-100%	19	783	·	17%	-2%
Cc1ccc2sc(C)[n+](CCC(C)S(=O)(=O)[O-])c2c1 (configuration not stated)	i	1.1	8.1%	18%	-8%	12%	-7	636	0.7%	6%	0%
COc1ccc(C(CNc2ncnc3sc(C)c(C)c23)N(C)C)cc1 (configuration not stated)	i	0.2	0.0%	-8%	4%	70%*	-41	793	·	-1%	-7%
CC(C)CC(NC(=O)C1CCCN1C(=O)CNC(=O)OCc1ccccc1)C(=O)O (configuration not stated)	i	1.6	-1.7%	-5%	11%	12%	-1	845	·	0%	-10%
CN(C)C1(CNC(=O)C2CCN(S(=O)(=O)c3cc(Cl)ccc3Cl)CC2)CCCCC1	?	·	0.0%	-5%	9%	-9%	-2	723	·	0%	-8%
Cc1ccc(S[C@@H](CCN2CC[C@H](C(C)(C)C)CCC2=O)c2ccccc2)cc1	i	1.4	0.4%	0%	4%	9%	-28	803	·	-6%	-5%
CCN(CC)C(=O)c1sc(NC(=O)c2ccc3c(c2)OCO3)c(C(N)=O)c1C	i	0.5	-0.7%	0%	3%	-19%	-2	733	·	0%	3%
COc1ccc(C(=O)OCC(=O)NC2CCCC2)cc1OC	i	0.2	0.2%	-7%	-3%	-11%	-1	832	·	-1%	-9%
C[C@@H]1CN(Cc2nc(-c3cnccn3)no2)C[C@H](C)O1	i	0.2	2.4%	-10%	4%	-25%	1	701	-3.8%	0%	1%
COc1ccc(CN(CC2CCC(C(=O)O)CC2)C(=S)Nc2ccccc2C)cc1 (configuration not stated)	i	0.1	0.9%	-7%	-13%	-2%	-3	699	-1.0%	-3%	-4%
COc1cc(Cl)c(S(=O)(=O)N2CC(C)OC(C)C2)cc1Cl (configuration not stated)	i	0.6	-0.8%	-5%	-8%	5%	-62	571	-4.0%	-2%	0%
CCOC(=O)Cn1c(=O)oc2cc(S(=O)(=O)Nc3cc(OCC)ccc3OCC)ccc21	i	0.9	-0.2%	1%	-13%	2%	·	·	-2.2%	1%	5%
CCCCC(=O)Nc1ccc(C(=O)Nc2ccc(S(=O)(=O)N3CCCC3)cc2)cc1	i	0.9	0.2%	0%	2%	10%	-19	692	-7.0%	-1%	0%
CC(=O)N1CCc2ccc(C(=O)CN3CCN(c4cccc(C)c4C)CC3)cc21	·	·	-1.1%	·	-5%	16%	·	·	-5.2%	2%	1%
CC(NC(=O)CSc1nc(=O)cc(N)n1CCc1ccccc1)c1ccccc1 (configuration not stated)	i	1.4	-1.0%	2%	2%	8%	·	·	-14%	3%	-4%
Cc1ccnn1CCC(=O)N1CCCC(CCC(=O)NCc2ccccc2F)C1 (configuration not stated)	i	0.5	-1.0%	-13%	-10%	2%	8	744	-3.7%	4%	-2%
CC(=C/c1ccccc1)/C=N/n1c(C)n[nH]c1=S	i	0.5	0.3%	-17%	-38%	5%	8	844	·	3%	-4%
COc1ccc(/C=C/c2c([N+](=O)[O-])c(=O)n(C)c(=O)n2C)c(OC)c1OC	i	1.7	-1.3%	8%	4%	-23%	3	668	-0.2%	-7%	-1%
Cc1cccc(NS(=O)(=O)c2cccs2)c1	i	7.6	-0.8%	-1%	-1%	12%	2	769	0.5%	5%	-2%
O=C(CSc1nc2ccccc2c(=O)n1Cc1ccco1)c1ccc(F)cc1	i	4.9	-0.4%	-2%	21%	22%	·	·	-4.7%	0%	-2%
O=C(CC1C(=O)NCCN1Cc1cccc(F)c1)NC1CCCCCC1 (configuration not stated)	i	1.1	1.5%	3%	25%	-1%	2	844	·	4%	-10%
CC(C)CCOc1ccc(C2(C)NC(=O)NC2=O)cc1 (configuration not stated)	i	0.3	0.9%	0%	-1%	16%	0	803	·	-2%	-13%	NS5 inhibitors pilot replicate=-2.1
COc1ccccc1N1CCN(S(=O)(=O)c2ccc3c4c(cccc24)C(=O)N3)CC1	i	1.9	1.5%	-3%	10%	4%	·	·	0.0%	1%	0%
COc1ccc2cc(C3(C)NC(=O)N(CC(=O)Nc4c(C)n(C)n(-c5ccccc5)c4=O)C3=O)ccc2c1 (configuration not stated)	i	0.2	-1.4%	1%	9%	11%	4	649	-1.5%	0%	-3%
CCOc1cccc(N2C(=O)CC(n3cnc4ccccc43)C2=O)c1 (configuration not stated)	i	1.0	2.5%	2%	-6%	10%	15	695	-6.0%	4%	0%
c1ccc(CN2CCC(N=C3NN=C(c4ccc5c(c4)OCCO5)CS3)CC2)cc1	i	0.3	-1.1%	-9%	9%	-1%	-4	673	-12%	16%	-6%
CCN(CC)C(=O)Cc1ccccc1	i	3.3	-0.7%	1%	-1%	13%	15	788	·	-4%	-3%
COCCCn1c(C)c(C(C)=O)cc(NC(=O)c2ccccc2)c1=O	i	0.1	-0.6%	·	19%	6%	·	·	-2.6%	12%	3%
Nc1cc(N)nc(SCC(=O)N2CCc3ccccc32)n1	i	1.1	0.3%	-2%	-3%	-37%	8	740	-4.9%	-1%	-4%
CC(=O)Nc1cccc(OCC(=O)NCCC2=CCCCC2)c1	i	0.1	1.2%	1%	0%	-24%	-7	706	-5.2%	4%	-1%
Fc1ccccc1CSc1nnc(-c2ccccc2)o1	i	2.4	-0.5%	-5%	-1%	-72%	0	767	-5.0%	-1%	-12%
CCc1nnc(NC(=O)c2ccc3c(c2)C(=O)N(CC(C)C)C3=O)s1	·	·	0.1%	·	11%	-32%	-8	740	-2.3%	-2%	-9%
CCC(C(=O)NCC1CCCO1)N(C(=O)c1snc(C(N)=O)c1N)c1ccc(Cl)cc1 (configuration not stated)	i	0.6	-0.6%	-3%	13%	-5%	-16	803	·	2%	-6%
COc1ccc(CCNC(=O)CSc2ccccn2)cc1OC	i	0.1	-1.0%	-2%	4%	10%	-12	743	-1.4%	2%	-8%
O=C1CCc2nc3ccccc3c(=O)n2N1	i	0.9	-0.4%	-1%	-1%	-1%	9	745	-6.7%	-2%	-8%
Cc1ccc(/C=N/c2sc3c(c2C#N)CCC3)s1	i	0.6	9.5%	41%	-10%	-177%	3	680	-3.7%	-2%	0%
Cc1ccc(-n2c(C)n[nH]c2=S)cc1	i	0.4	-2.7%	6%	4%	4%	-7	670	-16%	1%	-6%
CCOC(=O)c1c(C)[nH]c(C)c1S(=O)(=O)N1CCC(c2ccccc2)C1 (configuration not stated)	i	1.4	-0.9%	3%	19%	-6%	-43	699	·	-3%	1%
CCOc1ccc(C(=O)OCC(=O)N2CCOCC2)cc1OCC	i	2.5	1.1%	1%	9%	-3%	8	835	·	2%	1%
CCSc1nnc(-c2ccccc2SC)o1	i	0.3	-0.5%	2%	15%	5%	6	712	-11%	-3%	-7%

Compounds shown so far that contain a nitro group on carbon (2):
SMILES	Myeloid diff 2	Myeloid diff 2 GFP+ MAC1+ %	HIV peptide binding	NS5 inhibitors	AID2073	NOD2 inhibition	Lipid droplet	Lipid droplet cells 6.5 µM	XIAP displacement	Siah-1 displacement	LYP inhibition	others
O=[N+]([O-])c1ccc(N2CCN(C(=S)c3cccc([N+](=O)[O-])c3)CC2)cc1	i	0.8	-4.2%	-2%	-3%	-21%	-4	684	·	2%	-3%
COc1ccc(/C=C/c2c([N+](=O)[O-])c(=O)n(C)c(=O)n2C)c(OC)c1OC	i	1.7	-1.3%	8%	4%	-23%	3	668	-0.2%	-7%	-1%

The list is partial (hit frequency here may not be typical).
